PvdQ acylase – P. aeruginosa PvdQ acylase inhibitors, primary screen, biochemical, fluorescence, plate reader and imaging, single point. PvdQ acylase [Pseudomonas aeruginosa LESB58]. purified PvdQ acylase. inhibition, % at 10 µM. 0.063% of 340,000 active; in the data active = inhibition above about 30%, passing the limit was not always enough;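 note: 0% = vehicle neutral wells and 100% = reference inhibitor wells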
Keap1 Nrf2 FP – Keap1-Nrf2 protein-protein interaction inhibitors, primary screen, biochemical, fluorescence polarization, single point; Kelch-like ECH-associated protein 1 (Homo sapiens), Q14145; Keap1 Kelch-Nrf2 peptide fluorescence polarization, 1536-well; inhibition, % at 9.4 µM; 0.15% of 340,000 active; AID 504523, 2011; in the data active = inhibition above about 12%;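 note: human Keap1 Kelch domain with fluorescein labeled Nrf2 9mer peptide probe; 0% = neutral control wells and 100% = peptide positive control; higher means more block of Keap1 binding to Nrf2 peptide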
Target sequence (Q14145 whole entry, looked up, the tested form may be a part): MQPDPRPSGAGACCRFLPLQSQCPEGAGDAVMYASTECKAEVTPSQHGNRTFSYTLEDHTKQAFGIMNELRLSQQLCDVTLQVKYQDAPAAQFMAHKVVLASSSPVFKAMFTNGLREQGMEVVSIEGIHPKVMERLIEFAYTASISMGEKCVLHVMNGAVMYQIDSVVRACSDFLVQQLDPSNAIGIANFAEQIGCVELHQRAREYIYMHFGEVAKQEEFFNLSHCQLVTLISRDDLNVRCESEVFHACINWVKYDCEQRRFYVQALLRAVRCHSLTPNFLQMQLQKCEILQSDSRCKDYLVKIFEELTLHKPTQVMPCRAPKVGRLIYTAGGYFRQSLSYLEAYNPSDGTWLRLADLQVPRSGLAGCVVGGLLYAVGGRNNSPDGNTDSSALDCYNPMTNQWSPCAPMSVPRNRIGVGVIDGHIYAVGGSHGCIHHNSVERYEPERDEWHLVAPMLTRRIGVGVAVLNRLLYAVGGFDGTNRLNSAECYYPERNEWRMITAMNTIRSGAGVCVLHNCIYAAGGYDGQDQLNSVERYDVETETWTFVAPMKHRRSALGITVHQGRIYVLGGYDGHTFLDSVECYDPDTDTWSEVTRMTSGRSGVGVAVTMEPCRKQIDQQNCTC
SUMO Mot1 rescue – yeast Mot1-301 growth rescue at high temperature, primary screen, SUMOylation pathway inhibitor project, S. cerevisiae, ATP luminescence, 38.5C; S. cerevisiae Mot1-301 growth rescue; percent above DMSO median, 100 means doubled; 1% of 320,000 active; growth rescue, % at 18.8 µM; AID 2716, 2010;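 active = every valid replicate shows activation above 250% relative to neutral control wells; inactive = the rest, any valid replicate at or below 250%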;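 note: OY570 slx delta 5 strain wells were the positive control but not used for scaling; some compounds called inactive have numbers as strong as hits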
CDK5 p35 inh – inhibitors of human CDK5/p35 kinase, primary screen, biochemical, single concentration. Cyclin-dependent kinase 5 (Homo sapiens) + Cyclin-dependent kinase 5 activator 1 (Homo …. Recombinant CDK5/p35, ADP-Glo luminescence, 60 min. inhibition, % at 10 µM. 0.01% of 330,000 active;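 active = highest replicate inhibition of at least 50% and at least 75% of replicates reaching 50%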;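 note: plate controls were DMSO neutral control for no effect and GW8510 at 10 µM for full effect; many of its hits are not listed in these tables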
cardiac RTF act – cardiac RTF calcium sensitivity activators, primary screen, biochemical, IANBD-TnC fluorescence, EC20 calcium; Troponin I, cardiac muscle (Homo sapiens) + Troponin T, cardiac muscle (Homo sapiens) + …; IANBD-labeled TnC RTF fluorescence at EC20 calcium; 0% EC20 calcium, 100% full calcium; activation, % at 7.2 µM; 0.24% of 340,000 active;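 active = activation above the mean over all tested compounds plus 3 SD, cut at about 30% in these data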;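 note: rise in fluorescence read as greater calcium sensitivity of cardiac thin filaments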
C-LANA FP – inhibitors of KSHV C-LANA binding to DNA, primary screen, biochemical, fluorescence polarization, FAM-LBS DNA, MBP-C-LANA, single point; Kaposi's sarcoma herpesvirus LANA C-terminal domain (residues 932-1162) DNA binding; inhibition, % at 9 µM; 0.078% of 340,000 active; AID 504423, 2011;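 active = highest replicate inhibition at or above 60% at 9 µM, even if other replicates fall short; inactive = all replicates below 60% inhibition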;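 note: 0% = neutral control wells and 100% = 4 µM acridine orange control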
PfHsp90 set2 – growth inhibition of PfHsp90-expressing yeast, primary screen, antimalarial PfHsp90 inhibitor project, S. cerevisiae, BacTiter-Glo luminescence, single point, set 2; AID 504621, 2011; inhibition, % at 9.4 µM; BacTiter-Glo ATP, 48 h; yeast lacking PDR1 and PDR3 efflux regulators; 0.32% of 310,000 active;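 active = every replicate shows inhibition above about 80%, whatever the replicate mean, limit read from the data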;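 note: 0% = DMSO neutral controls and 100% = 20 µM radicicol positive controls; yeast relying on Plasmodium falciparum Hsp90 in place of its own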
Rtt109 HAT inh – inhibitors of C. albicans Rtt109/Vps75 HAT, primary screen, biochemical, ThioGlo CoA-SH fluorescence, plate reader; Histone acetyltransferase RTT109 (Candida albicans (strain SC5314 / ATCC MYA-2876)), …; purified Rtt109/Vps75, 4 h; inhibition, % at 34.9 µM; 0.16% of 330,000 active;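 active = inhibition of at least 50% in every replicate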
Target sequence (Q5AAJ8 whole entry, looked up): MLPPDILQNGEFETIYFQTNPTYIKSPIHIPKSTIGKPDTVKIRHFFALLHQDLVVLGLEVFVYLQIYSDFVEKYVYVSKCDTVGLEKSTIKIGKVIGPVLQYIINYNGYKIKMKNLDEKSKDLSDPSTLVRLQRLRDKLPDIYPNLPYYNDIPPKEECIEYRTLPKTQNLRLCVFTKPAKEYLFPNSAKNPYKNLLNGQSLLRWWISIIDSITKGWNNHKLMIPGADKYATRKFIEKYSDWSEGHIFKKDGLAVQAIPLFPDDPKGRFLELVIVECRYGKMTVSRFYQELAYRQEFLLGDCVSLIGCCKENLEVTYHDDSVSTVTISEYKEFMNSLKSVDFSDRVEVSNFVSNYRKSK
dFosB act – activators of delta FosB homodimer, primary screen, biochemical, fluorescence polarization, TAMRA-CDK5 oligo, single point; purified delta FosB; percent of positive-control signal above neutral wells; 0.99% of 340,000 active; activation, % at 25 µM; Protein FosB (Mus musculus), P13346;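 active = mean activation above about 17%, with every replicate also reaching it, limit read from the data, passing the limit was not always enough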;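 note: fluorescence polarization rise as delta FosB binds a TAMRA Cdk5 AP-1 oligo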
Cardiac RTF inh – cardiac RTF calcium sensitivity inhibitors, primary screen, biochemical, IANBD-TnC fluorescence, EC70 calcium; Troponin I, cardiac muscle (Homo sapiens) + Troponin T, cardiac muscle (Homo sapiens) + …; IANBD-labeled cardiac RTF, Ca2+ fluorescence; inhibition, % at 7.15 µM; 0.12% of 340,000 active;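 active = inhibition above the mean inhibition of all tested compounds plus 3 SD, cut at about 17% in these data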;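 note: assay run at fixed EC70 calcium of 1.6 mM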
NSD2 inh – NSD2 histone methyltransferase inhibitors, primary screen, biochemical, AlphaScreen, single concentration, set 2; Histone-lysine N-methyltransferase NSD2 (Homo sapiens), O96028; NSD2 peptide methylation, 120 min; inhibition, % at 12.5 µM; 0.54% of 310,000 active; in the data active = inhibition above about 50%
An asterisk follows results filed as active.

For Cn1c(=O)c2c(nc(Br)n2Cc2ccc3ccccc3c2)n(C)c1=O the results were PvdQ acylase -8, Keap1 Nrf2 FP -5, SUMO Mot1 rescue -4, CDK5 p35 inh -3.1, cardiac RTF act 1, C-LANA FP 0.2, Rtt109 HAT inh 7, dFosB act -4, Cardiac RTF inh -1 and NSD2 inh -3.
`O=C(CN1CCN(C(=O)C2CC2)CC1)Nc1cc(C(F)(F)F)cc(C(F)(F)F)c1` gave PvdQ acylase -3, Keap1 Nrf2 FP 5, SUMO Mot1 rescue 7, CDK5 p35 inh -0.4, cardiac RTF act 2, C-LANA FP 1.7, Rtt109 HAT inh -1, dFosB act -12, Cardiac RTF inh -11 and NSD2 inh 0.
Screening Cc1cccc(N2C(=O)N3[C@H](c4ccc(Br)cc4)[C@@H]4C(=O)N(C(C)(C)C)C(=O)[C@@H]4[C@]3(C)C2=O)c1 returned PvdQ acylase -11, Keap1 Nrf2 FP 1, SUMO Mot1 rescue -6, CDK5 p35 inh 0.3, cardiac RTF act 8, C-LANA FP 1.0, PfHsp90 set2 -13, Rtt109 HAT inh -9, dFosB act -3 and Cardiac RTF inh -7.
`Cn1c(=O)[nH]c(=O)c2c1nc(SCCCO)n2CCCc1ccccc1` gave PvdQ acylase 4, Keap1 Nrf2 FP 0, SUMO Mot1 rescue -14, CDK5 p35 inh 0.1, cardiac RTF act -5, C-LANA FP -1.1, PfHsp90 set2 20, Rtt109 HAT inh 5, dFosB act -2, Cardiac RTF inh -2 and NSD2 inh -4.
CCn1c2ccccc2c2cc(NC(=O)c3ccc(Br)o3)ccc21 was read as PvdQ acylase -9, Keap1 Nrf2 FP -6, SUMO Mot1 rescue -23, CDK5 p35 inh 2.0, cardiac RTF act 7, C-LANA FP 0.7, PfHsp90 set2 5, Rtt109 HAT inh -3, dFosB act -1 and Cardiac RTF inh -23.
For COc1ccc(C2C3C=CCC(c4cccc(-c5ccc(C)cc5)c4)C3C(=O)N2Cc2ccccc2)cc1Cl (centres undefined) the results were PvdQ acylase -5, Keap1 Nrf2 FP -2, SUMO Mot1 rescue 30, CDK5 p35 inh -0.8, cardiac RTF act 3, C-LANA FP -2.3, PfHsp90 set2 -5, Rtt109 HAT inh -4, dFosB act 5 and Cardiac RTF inh 6.
For Cc1nc2cc(Cl)ccc2c(=O)n1Cc1ccncc1 the results were PvdQ acylase 0, Keap1 Nrf2 FP -2, SUMO Mot1 rescue 0, CDK5 p35 inh 0.4, cardiac RTF act 6, C-LANA FP 0.1, PfHsp90 set2 -12, Rtt109 HAT inh 10, dFosB act 1, Cardiac RTF inh -5 and NSD2 inh -1.
`C=CCn1c(SCC(=O)Nc2cc3oc4ccccc4c3cc2OC)nnc1-c1cnccn1` gave PvdQ acylase -9, Keap1 Nrf2 FP -9, SUMO Mot1 rescue -9, CDK5 p35 inh -0.6, cardiac RTF act 1, C-LANA FP -1.3, PfHsp90 set2 -10, Rtt109 HAT inh -5, dFosB act 3, Cardiac RTF inh -5 and NSD2 inh 21.
Nc1ccc(S(=O)(=O)c2ccc(NC(=O)c3cccnc3)cc2)cc1 was read as PvdQ acylase 4, Keap1 Nrf2 FP -3, CDK5 p35 inh -0.1, cardiac RTF act 1, C-LANA FP 10, PfHsp90 set2 9, Rtt109 HAT inh 0, dFosB act -4, Cardiac RTF inh -1 and NSD2 inh -5.
`COc1ccc(N2C(=O)C3CC=C(Cl)CC3C2=O)cc1` (centres undefined) gave PvdQ acylase 1, Keap1 Nrf2 FP -2, SUMO Mot1 rescue -43, CDK5 p35 inh -0.1, cardiac RTF act 2, C-LANA FP 2.8, PfHsp90 set2 -12, dFosB act 2, Cardiac RTF inh -5 and NSD2 inh -3.
`COc1ccc(Cl)cc1NC(=O)CN1CCN(S(=O)(=O)N2CCC(C)CC2)CC1` gave PvdQ acylase -3, Keap1 Nrf2 FP 1, SUMO Mot1 rescue -5, CDK5 p35 inh -0.4, cardiac RTF act 2, C-LANA FP 0.0, PfHsp90 set2 -19, Rtt109 HAT inh 6, dFosB act -8, Cardiac RTF inh 7 and NSD2 inh -3.
`CCOC(=O)c1cc(NCc2cccs2)ccc1N1CCOCC1` gave PvdQ acylase 0, Keap1 Nrf2 FP -4, SUMO Mot1 rescue -3, CDK5 p35 inh 1.2, cardiac RTF act 1, C-LANA FP -0.6, Rtt109 HAT inh -1, dFosB act 2, Cardiac RTF inh -4 and NSD2 inh 8.
`CS(=O)(=O)N1N=C(c2cccs2)CC1c1ccc(Cl)o1` (centres undefined) gave PvdQ acylase -12, Keap1 Nrf2 FP 3, SUMO Mot1 rescue -8, CDK5 p35 inh -0.3, cardiac RTF act -1, C-LANA FP 2.5, PfHsp90 set2 2, Rtt109 HAT inh -6, dFosB act -3, Cardiac RTF inh -14 and NSD2 inh 1.
`CCn1nc(C)c(C(=O)Nc2cc(Oc3cc(C)cc(C)c3)cc([N+](=O)[O-])c2)c1C` gave PvdQ acylase -1, Keap1 Nrf2 FP -1, SUMO Mot1 rescue 7, CDK5 p35 inh -1.4, cardiac RTF act 2, C-LANA FP -0.7, PfHsp90 set2 29, Rtt109 HAT inh 0, dFosB act -4, Cardiac RTF inh -4 and NSD2 inh 2.
CCn1cc([N+](=O)[O-])c(C(=O)N2CCOCC2)n1 was read as PvdQ acylase -9, Keap1 Nrf2 FP -2, SUMO Mot1 rescue 3, CDK5 p35 inh 1.7, cardiac RTF act 10, C-LANA FP -0.4, PfHsp90 set2 -9, Rtt109 HAT inh -3, dFosB act -8, Cardiac RTF inh 3 and NSD2 inh 0.
Cc1cc(C)c(C#N)c(N2CCOCC2)n1 was read as PvdQ acylase -3, Keap1 Nrf2 FP -1, SUMO Mot1 rescue 16, CDK5 p35 inh 2.8, cardiac RTF act -3, C-LANA FP -1.2, PfHsp90 set2 9, Rtt109 HAT inh 2, dFosB act 1, Cardiac RTF inh -10 and NSD2 inh -3.
`CCOC(=O)c1ccc(S(=O)(=O)N2CCC(C(=O)OCC)CC2)cc1` gave PvdQ acylase -5, Keap1 Nrf2 FP -1, SUMO Mot1 rescue -3, CDK5 p35 inh 0.6, cardiac RTF act 0, C-LANA FP -1.0, PfHsp90 set2 13, Rtt109 HAT inh -3, dFosB act 5, Cardiac RTF inh 3 and NSD2 inh 0.
For COc1ccccc1-c1ccc(=O)n(CC(=O)NCc2ccco2)n1 the results were PvdQ acylase -8, Keap1 Nrf2 FP 1, SUMO Mot1 rescue 38, CDK5 p35 inh 1.0, cardiac RTF act 1, C-LANA FP -0.5, PfHsp90 set2 -14, Rtt109 HAT inh 1, dFosB act 6, Cardiac RTF inh -1 and NSD2 inh -3.
`O=S(=O)(c1cccs1)N1CCCc2cccc(O)c21` gave PvdQ acylase -3, Keap1 Nrf2 FP 2, SUMO Mot1 rescue 5, CDK5 p35 inh 0.8, cardiac RTF act -8, C-LANA FP -1.0, PfHsp90 set2 -23, Rtt109 HAT inh -1, dFosB act 1, Cardiac RTF inh 3 and NSD2 inh 3.
For CCN(CC)C(=O)c1cc(-c2ccccc2OC)on1 the results were PvdQ acylase -22, Keap1 Nrf2 FP -7, SUMO Mot1 rescue -8, CDK5 p35 inh -2.0, cardiac RTF act 4, C-LANA FP -1.0, PfHsp90 set2 22, Rtt109 HAT inh -13, dFosB act -5, Cardiac RTF inh 3 and NSD2 inh 2.
For Cc1ccccc1NC(=O)CN1C(=O)S/C(=C\c2ccc(-c3cccc(C(=O)O)c3C)o2)C1=O the results were PvdQ acylase -5, Keap1 Nrf2 FP -1, SUMO Mot1 rescue 3, CDK5 p35 inh -0.3, cardiac RTF act -3, C-LANA FP -0.2, PfHsp90 set2 -43, Rtt109 HAT inh -1, dFosB act 5, Cardiac RTF inh -6 and NSD2 inh 11.
`CCc1ccc(N(C(=O)c2csnn2)C(C(=O)NC2CCCCC2)c2ccncc2)cc1` (centres undefined) gave PvdQ acylase -6, Keap1 Nrf2 FP 2, SUMO Mot1 rescue 2, CDK5 p35 inh -0.7, cardiac RTF act -2, C-LANA FP 2.7, PfHsp90 set2 3, Rtt109 HAT inh -5, dFosB act -2, Cardiac RTF inh 5 and NSD2 inh -2.
For CCN(CC)C(=O)Cn1cnc2sc(C(=O)NCCCN3CCOCC3)c(C)c2c1=O the results were PvdQ acylase -10, Keap1 Nrf2 FP -5, SUMO Mot1 rescue -5, CDK5 p35 inh -0.4, cardiac RTF act 3, C-LANA FP 2.5, PfHsp90 set2 -17, Rtt109 HAT inh 0, dFosB act -3, Cardiac RTF inh -4 and NSD2 inh -2.
CC1(C)CC(=O)C(C=NCCN2CCN(C(=S)Nc3ccccc3)CC2)=C(O)C1 was read as PvdQ acylase -6, Keap1 Nrf2 FP -4, SUMO Mot1 rescue 9, CDK5 p35 inh 1.3, cardiac RTF act 3, C-LANA FP -0.7, Rtt109 HAT inh -6, dFosB act -7, Cardiac RTF inh -6 and NSD2 inh -3.
`CC(=O)Nc1c(Cl)c(Cl)c2c(c1Cl)Cc1cc(Cl)ccc1-2` gave PvdQ acylase -11, Keap1 Nrf2 FP -3, CDK5 p35 inh 2.2, cardiac RTF act -4, C-LANA FP 1.1, Rtt109 HAT inh -3, dFosB act 0, Cardiac RTF inh -8 and NSD2 inh -1.

Structures shown so far containing an aryl thioether with sulfur outside any ring:
`Cn1c(=O)[nH]c(=O)c2c1nc(SCCCO)n2CCCc1ccccc1` gave PvdQ acylase 4, Keap1 Nrf2 FP 0, SUMO Mot1 rescue -14, CDK5 p35 inh 0.1, cardiac RTF act -5, C-LANA FP -1.1, PfHsp90 set2 20, Rtt109 HAT inh 5, dFosB act -2, Cardiac RTF inh -2 and NSD2 inh -4.
`C=CCn1c(SCC(=O)Nc2cc3oc4ccccc4c3cc2OC)nnc1-c1cnccn1` gave PvdQ acylase -9, Keap1 Nrf2 FP -9, SUMO Mot1 rescue -9, CDK5 p35 inh -0.6, cardiac RTF act 1, C-LANA FP -1.3, PfHsp90 set2 -10, Rtt109 HAT inh -5, dFosB act 3, Cardiac RTF inh -5 and NSD2 inh 21.
